CSN inh = blocks human CSN-mediated cullin deneddylation | Q92905 | hit rate 0.38% among 360,000 | Purified CSN, SCF-Nedd8-OG deneddylation, fluorescence polarization | inhibition, % at 12.5 µM;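 active = pattern-corrected inhibition above about 35%, with an unprinted fluorescence ratio check between 0.5 and 1.5, limit read from the data, passing the limit was not always enough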;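 note: 0% = enzyme with substrate and 100% = substrate without enzyme; some results filed as inactive read as strong as hits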
Target sequence (Q92905 whole entry, looked up, one chain of several): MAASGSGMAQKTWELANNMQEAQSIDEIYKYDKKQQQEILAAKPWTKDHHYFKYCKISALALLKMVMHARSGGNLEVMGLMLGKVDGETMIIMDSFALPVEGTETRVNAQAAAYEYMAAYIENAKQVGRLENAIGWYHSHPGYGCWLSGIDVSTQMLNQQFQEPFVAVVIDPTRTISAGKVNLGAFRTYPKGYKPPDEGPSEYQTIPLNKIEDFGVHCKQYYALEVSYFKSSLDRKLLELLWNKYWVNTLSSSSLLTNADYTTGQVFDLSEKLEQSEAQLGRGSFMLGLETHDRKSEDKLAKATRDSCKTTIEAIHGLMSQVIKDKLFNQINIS
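assay system = purified human Csn5 enzyme expressed in HEK293T cells | amount = 0.24 nM enzyme | buffer or medium = Tris/NaCl/DTT buffer, pH 7.5 | reagent = 10 nM SCFSkp2-Nedd8OG | compound = one concentration, 12.5 µM, 0.25% DMSO | times = 90 min reaction at room temperature | signal = FP | read-out basis = % inhibition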
SUMO1 PPI mod = SUMO1-SIM interaction modulation; inhibition, % at 20 µM; hit rate 0.33% among 360,000; SUMO1 binding to a labelled peptide, TR-FRET, 1 h; AID 602429; in the data active = inhibition above about 37%
Target sequence (P63165 whole entry, looked up): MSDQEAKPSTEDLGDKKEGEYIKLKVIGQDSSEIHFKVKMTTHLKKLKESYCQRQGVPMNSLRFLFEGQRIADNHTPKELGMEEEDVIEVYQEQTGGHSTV
Rpn11 block = Rpn11 (human) deubiquitinase inhibition; human 26S proteasome, Ub4-pepOG fluorescence polarization; 20S core pre-blocked with epoxomicin; hit rate 0.59% among 360,000; O00487; AID 588493; calls only at 20 µM;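 active = inhibition at 20 µM, scaled to each plate's controls, above about 33%, limit read from the data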
Target sequence (O00487 whole entry, looked up): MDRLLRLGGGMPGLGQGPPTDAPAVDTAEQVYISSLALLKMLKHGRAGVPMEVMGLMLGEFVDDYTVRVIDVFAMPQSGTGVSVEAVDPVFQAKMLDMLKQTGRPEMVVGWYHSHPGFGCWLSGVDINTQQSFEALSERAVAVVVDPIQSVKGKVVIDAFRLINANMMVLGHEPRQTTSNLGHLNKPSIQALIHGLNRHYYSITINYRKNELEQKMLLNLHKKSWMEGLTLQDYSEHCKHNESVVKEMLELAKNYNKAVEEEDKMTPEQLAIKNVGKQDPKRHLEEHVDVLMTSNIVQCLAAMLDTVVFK
MsrA inhibitor = inhibitors of bovine MsrA. purified bovine MsrA, absorbance read-out. inhibition, % at 15.5 µM. hit rate 0.75% among 360,000. AID 651718; in the data active = inhibition above about 4.5%;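 note: 0% = vehicle wells with enzyme and 100% = reference inhibitor wells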
Tb MetRS inh = blocks T. brucei methionyl-tRNA synthetase activity; inhibition, % at 11.9 µM; purified T. brucei MetRS, ATP depletion, Kinase-Glo luminescence; hit rate 0.4% among 360,000;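 active = inhibition above a per-plate cutoff of the control wells' mean inhibition plus 3 SD, cut at about 5.5% in these data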;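 note: 0% = DMSO wells median and 100% = median of wells with control inhibitor compound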
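Material: T. brucei methionyl-tRNA synthetase, purified; reagent: substrates ATP, L-methionine and bulk Escherichia coli tRNA; dosing: 11.9 µM single point; timing: 15 min plus 2 h at 25 °C; detection: luminescence of leftover ATP; evaluation: % inhibition; control set: DMSO-only wells as low control; replicates: singlicate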
DNMT1 block = inhibitors of human DNMT1 | P26358 | DNMT1 molecular beacon, Hinp1I cleavage, fluorescence | inhibition (reported as % activation of signal), % at 10 µM | hit rate 0.83% among 360,000 | AID 588458; in the data active = inhibition above about 50%
Scp1 inh = blocks human Scp-1 phosphatase activity; Recombinant Scp1, phosphopeptide, malachite green phosphate absorbance; hit rate 0.88% among 340,000; inhibition, % at 20 µM;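 active = inhibition above about 50% at 20 µM, limit read from the data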;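 note: plate controls were DMSO wells with enzyme for no effect and wells lacking enzyme for full effect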
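assay system = SCP-1 phosphatase catalytic domain, residues 76-261 | buffer or medium = 50 mM Tris acetate pH 5.5, 0.005% Tween-20, 10 mM MgCl2 | incubation = enzyme reaction 45 min at room temperature, colour 5 min, stabilisation 30 min | signal = Phosphate-binding colour reagent, absorbance read at 630 nm | measure = % inhibition at 20 µM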
LMPTP block = blocks human LMPTP phosphatase | P24666 | recombinant LMPTP-A, OMFP fluorogenic substrate, fluorescence intensity | inhibition, % at 20 µM | hit rate 0.22% among 360,000 | AID 651560;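 active = compounds that cut the enzyme signal by at least half of the control window in the single-dose screen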;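 note: plate controls were DMSO wells with enzyme plus substrate for no effect and substrate without enzyme for full effect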
Target sequence (P24666 whole entry, looked up): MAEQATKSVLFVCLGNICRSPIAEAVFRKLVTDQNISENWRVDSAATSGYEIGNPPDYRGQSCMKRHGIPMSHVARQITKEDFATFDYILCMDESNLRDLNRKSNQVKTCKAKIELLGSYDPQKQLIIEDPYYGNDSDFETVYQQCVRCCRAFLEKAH
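Assay system: LMPTP-A, protein tyrosine phosphatase of low molecular weight / Medium: pH 6.0 Bis-Tris buffer with DTT and Triton X-100 / Schedule: 50 min enzyme reaction at room temperature, protected from light / Measured by: endpoint fluorescence intensity from OMFP dephosphorylation / Read-out basis: % inhibition relative to no-enzyme and uninhibited control wells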
NadD block = inhibitors of Staphylococcus aureus NadD | purified NadD enzyme, colorimetric absorbance read-out | hit rate 0.78% among 360,000 | inhibition, % at 20 µM; in the data active = inhibition above about 26%; note: some compounds past the cut are filed as inactive
STEP inh = STEP (human) phosphatase inhibition; recombinant STEP, OMFP fluorogenic substrate, fluorescence; inhibition, % at 20 µM; P54829; hit rate 0.25% among 360,000;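 active = inhibition at 20 µM, scaled per plate between control wells, above about 37%, limit read from the data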;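 note: 0% = DMSO with enzyme and substrate and 100% = substrate only without enzyme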
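material = STEP tyrosine phosphatase | reagent = fluorogenic phosphatase substrate OMFP at 25 µM final | doses = single compound dose of 20 µM, 1% DMSO final | schedule = 20 min reaction, room temperature, in the dark | measured by = fluorescence, 480/540 nm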
Starred values were filed as active, the others as inactive; i = inactive; x = not tested or not shown; + = active, no number. Rows are unselected; about 3.9% have a hit in one of these screens.

Structure	CSN inh	SUMO1 PPI mod	Rpn11 block	MsrA inhibitor	Tb MetRS inh	DNMT1 block	Scp1 inh	LMPTP block	NadD block	STEP inh
COc1ccc(-c2nnc(CSc3nnc(-c4ccncc4)n3C3CCCCC3)o2)cc1OC	0	1	i	-1.0	0.4	2	-5	-1.5	-6	-2
CCc1ccccc1NC(=O)CSc1nc2[nH]c(=O)cc(O)c2s1	5	7	i	2.4	-1.4	2	6	-0.7	5	-3
C=CCOc1ccccc1CN1CCC(Cc2ccccc2)CC1	-1	-2	i	-0.8	-0.6	6	0	-2.8	-6	2
CC1CCN(C(=O)Cn2c(=O)n(Cc3ccco3)c(=O)c3sccc32)CC1	2	-5	i	1.7	-1.3	2	-7	-0.9	-4	0
CC1(C)Cc2nc(Cl)c(C(N)=O)cc2CO1	-1	6	i	-0.1	-0.6	-2	-11	-1.5	4	2
O=C(CSc1nnnn1-c1ccc(C(=O)O)cc1)NC1CC1	3	-2	i	0.4	-0.5	2	4	-1.4	-11	-1
Cc1ccc(C)c(N(C)S(=O)(=O)c2cccc3nsnc23)c1	-3	-31	i	-0.2	-1.3	9	-5	-0.6	-6	4
CCOc1ccc(S(=O)(=O)N2Cc3ccccc3CC2C(=O)O)cc1 (stereo not drawn)	-3	-6	i	1.6	-0.1	-3	-6	0.0	-5	1
Cc1ccc(S(=O)(=O)/N=C(/c2ccc(F)cc2)N2CCOCC2)cc1	2	-1	i	0.2	-0.3	-2	-9	0.5	2	0
O=C(Nc1cccc(Cl)c1)N(CCCN1CCOCC1)Cc1ccccc1F	7	2	i	0.2	0.1	-1	-2	-0.1	-3	-3
CCN(CC)C(=O)Cn1cc(C(=O)C2CC2)c2ccccc21	-8	0	i	-0.3	-0.6	0	-7	-3.1	-3	-1
O=C(NCc1ccc(F)cc1)c1ccc(Br)o1	0	3	i	0.3	-0.5	2	-6	1.2	-7	0
CN(CC(=O)NCc1ccco1)S(=O)(=O)c1cccc2cccnc12	2	3	i	-0.7	0.1	1	-6	-1.2	3	-2
Cc1ccc(CN2CC(C(=O)N3CCN(S(=O)(=O)c4cccc(F)c4)CC3)CC2=O)cc1 (stereo not drawn)	-1	2	i	-0.5	-0.7	2	3	-0.2	-4	0
CN(C(=O)c1ccc(NC(=O)Cc2cccc(NC(=O)C3CCCN(C(=O)C4CCCCC4)C3)c2)cc1)C1CCCC1 (stereo not drawn)	-3	-1	i	-1.0	0.0	-6	-8	-0.2	17	2
Cc1cc(C)nc(SCC(=O)NCC2COc3ccccc3O2)n1 (stereo not drawn)	-4	-4	i	-0.6	-0.3	3	-7	-7.7	-3	-2
CC1=C(C)CC(C(=O)Nc2nccs2)C(C(=O)O)C1 (stereo not drawn)	3	3	i	-1.0	-0.7	0	-6	-0.1	1	-1
CC1Cc2[nH]c(=S)[nH]c(=O)c2C(c2ccc(F)cc2)O1 (stereo not drawn)	-5	6	x	-0.2	-0.8	x	x	-3.2	0	x
COc1ccc(CNC(=O)COC(=O)c2ccc(F)c(S(=O)(=O)N3CCCCC3)c2)cc1OC	-2	6	i	-0.2	-0.4	0	-1	-0.8	-2	2
Nc1c2c(nn1-c1ccc(C(=O)O)cc1)CNC2	2	7	i	-0.1	0.9	1	-9	-2.1	-1	-1

Fetched by structure from the entries so far, two records:
Structure	CSN inh	SUMO1 PPI mod	Rpn11 block	MsrA inhibitor	Tb MetRS inh	DNMT1 block	Scp1 inh	LMPTP block	NadD block	STEP inh
CCN(CC)C(=O)Cn1cc(C(=O)C2CC2)c2ccccc21	-8	0	i	-0.3	-0.6	0	-7	-3.1	-3	-1
CCOc1ccc(S(=O)(=O)N2Cc3ccccc3CC2C(=O)O)cc1 (stereo not drawn)	-3	-6	i	1.6	-0.1	-3	-6	0.0	-5	1

Filtered by structure, the compounds so far containing a Cl atom
Structure	CSN inh	SUMO1 PPI mod	Rpn11 block	MsrA inhibitor	Tb MetRS inh	DNMT1 block	Scp1 inh	LMPTP block	NadD block	STEP inh
CC1(C)Cc2nc(Cl)c(C(N)=O)cc2CO1	-1	6	i	-0.1	-0.6	-2	-11	-1.5	4	2
O=C(Nc1cccc(Cl)c1)N(CCCN1CCOCC1)Cc1ccccc1F	7	2	i	0.2	0.1	-1	-2	-0.1	-3	-3

(further entries)
Structure	CSN inh	SUMO1 PPI mod	Rpn11 block	MsrA inhibitor	Tb MetRS inh	DNMT1 block	Scp1 inh	LMPTP block	NadD block	STEP inh
COc1cccc2c1C(=O)C=C(C)C2=O	-2	-14	i	0.3	0.4	-17	-10	-1.3	0	4
COc1cc(/C=C2\SC(c3ccc(C)cc3)=NC2=O)cc(OC)c1O	27	22	+	0.2	-0.3	-2	-8	2.4	21	-5
COC(=O)c1cc(S(=O)(=O)Nc2ccc(C)cn2)c[nH]1	-3	-3	i	0.9	0.1	2	-7	-1.7	-4	-3
Cc1ccc(C)c(N2C(=O)c3ccc(C(=O)OCC(=O)c4c(N)n(C)c(=O)n(C)c4=O)cc3C2=O)c1	-6	-13	i	-1.0	-0.1	-8	-9	3.3	1	1
O=C(Cn1c(=O)oc2ccccc21)NCCc1ccccc1	-3	4	i	0.6	-1.3	0	-3	-0.8	-7	1
COc1cccc(CN2CCCC(C(=O)N3CCCCC3)C2)c1OC (stereo not drawn)	2	2	i	0.6	-0.4	2	-5	-1.3	3	2
COC(=O)c1ccc(CSc2cc(C)c3cc(C)cc(C)c3n2)o1	3	0	i	-1.4	-0.1	1	-1	4.1	10	2
Cc1ccc(-n2c(=O)[nH]c3cc(C(=O)NC4CCN(Cc5ccccc5)CC4)ccc3c2=O)cc1	0	-1	i	0.6	-0.7	5	-7	-0.9	-10	-1
CCN1C(=O)CSC1=Nc1ccc(C(=O)OC)cc1	3	-3	i	-0.3	-0.1	3	x	0.2	4	-3
CC(=O)NC(CC(C)C)C(=O)O (stereo not drawn)	-1	2	i	2.9	-0.3	2	-14	-2.3	6	-3
O=S(=O)(NCC(c1ccc2c(c1)OCO2)N1CCOCC1)c1ccc(Br)cc1 (stereo not drawn)	-8	-1	i	-1.2	-0.2	1	-3	0.1	-2	0
COc1ccc(S(=O)(=O)N2CCOCC2)cc1NC(=O)COc1ccc2c(C)cc(=O)oc2c1	-3	3	i	0.3	-0.2	-1	-3	1.1	-1	0
Cc1ccc(S(=O)(=O)N(C)CC(=O)Nc2ccncc2)cc1	-5	0	i	-0.4	0.2	1	-5	-0.3	-5	-1
S=C(Nc1ccc(Cl)cc1Cl)N1CCCC1	2	4	i	0.4	-0.3	1	-2	-0.9	-3	-1
CC1=C(C#N)C(c2ccccc2)C2=C(N1)c1ccccc1C2=O (stereo not drawn)	-4	-27	i	0.2	-0.4	-4	-4	1.2	-7	3
O=C(CCN1C(=O)C2CC=CCC2C1=O)N1CCN(c2ccccn2)CC1 (stereo not drawn)	1	-1	i	0.1	0.3	-2	-6	0.5	0	-10
CCc1ccc(Nc2n[n+](-c3ccccc3)c(-c3cc(OC)c(OC)cc3Br)s2)cc1	-2	-50	i	1.2	-0.3	-10	5	-0.3	6	-1
COc1ccc(CN2CCN(CCCc3ccccc3)C(CCO)C2)c(O)c1 (stereo not drawn)	3	-1	i	-1.0	-0.1	1	-5	0.5	-3	5
Cc1nc(-c2ccc(Cl)cc2)sc1C1(C)CC(c2cccc([N+](=O)[O-])c2)=NO1 (stereo not drawn)	-5	4	i	-0.2	0.0	-6	-11	1.7	1	0
COC(C(=O)Nc1ccnn1C1CCN(C(=O)c2ccc(C=O)cc2)CC1)c1ccccc1 (stereo not drawn)	1	3	i	-1.1	-1.1	-1	5	-0.6	1	-1

(list continues)
Short forms: A = CSN inh; B = SUMO1 PPI mod; C = Rpn11 block; D = MsrA inhibitor; E = Tb MetRS inh; F = DNMT1 block; G = Scp1 inh; H = LMPTP block; I = NadD block; J = STEP inh
COc1ccc(CCN2CC(C(=O)NCC(=O)Nc3ccc(F)c(F)c3)CC2=O)cc1OC (stereo not drawn)
  A: -2; B: 5; C: i; D: 0.0; E: -0.8; F: 0; G: 1; H: 1.3; I: -5; J: -4

CC(=O)CCc1ccc(OCCCCN2CCC(Cc3ccccc3)CC2)cc1
  A: 6; B: 2; C: i; D: 0.1; E: -0.1; F: 0; G: -5; H: -1.5; I: -9; J: -5

COc1ccc(NC(=S)N(CCC(C)C)C2CCN(C(C)C)CC2)cc1
  A: -1; B: -3; C: i; D: -0.8; E: -0.8; F: 4; G: -4; H: -2.1; I: -7; J: 1

COc1cccc(CN2CC(C(=O)NCCc3cn4cccnc4n3)CCC2=O)c1 (stereo not drawn)
  A: 1; B: 4; C: i; D: 0.6; E: -0.2; F: -2; G: x; H: -1.3; I: -3; J: 0

COc1cccc(OCc2nnc(SCC(=O)N3c4ccccc4Sc4ccc(Cl)cc43)o2)c1
  A: -7; B: 0; C: i; D: 0.7; E: 0.4; F: -2; G: -21; H: 2.4; I: -5; J: 0

Single values from above.
Result for `COc1ccc(NC(=S)N(CCC(C)C)C2CCN(C(C)C)CC2)cc1` in NadD block: -7
Result for `CC(=O)CCc1ccc(OCCCCN2CCC(Cc3ccccc3)CC2)cc1` in SUMO1 PPI mod: 2
Result for `COc1cccc(OCc2nnc(SCC(=O)N3c4ccccc4Sc4ccc(Cl)cc43)o2)c1` in LMPTP block: 2.4

Screening data as filed in PubChem.
